S100A4 inh HTS: inhibitors of human S100A4 binding to myosin IIA peptide; 360,000 compounds, 0.14% hits; P26447; S100A4/TAMRA-MyoIIA peptide fluorescence polarization; inhibition, % at 10.7 µM;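 active = mean inhibition of at least 70% across replicates, with every replicate also reaching that level; inconclusive = mean inhibition reaches 70% but some replicates fall short; inactive = mean inhibition below 70%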
Target sequence (P26447 whole entry, looked up): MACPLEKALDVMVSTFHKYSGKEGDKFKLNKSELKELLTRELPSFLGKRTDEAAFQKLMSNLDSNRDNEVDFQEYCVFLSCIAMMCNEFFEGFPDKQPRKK
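Test system: S100A4 monomer protein; Medium: HEPES pH 7.2 with CaCl2, KCl, NaCl, DTT, Triton; Probe or stimulus: TAMRA-labelled myosin IIA heavy-chain peptide probe, 5 nM; Doses: one dose per compound; Times: polarization read 5 min after assay mix addition, stable 5–60 min; Benchmarks: neutral control DMSO, positive control TFP.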
Statin myotox sup: suppressors of simvastatin-induced myotoxicity in C2C12 myotubes | ATP luminescence, 48 h; scaled: DMSO 0, geranylgeraniol control 100 | rescue of ATP level, % at 7.49 µM | 330,000 compounds, 0.78% hits | AID 602340;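 active = mean ATP rescue above about 67%, or every replicate alone reaching that limit, limit read from the data, passing the limit was not always enough; inconclusive = no clear call, values can overlap the other calls; inactive = mean under the limit and some replicate under it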;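 also: myotubes were challenged with 10 µM simvastatin during compound exposure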
SIRT5 inh: blocks human SIRT5 desuccinylation of peptide; 330,000 compounds, 1.1% hits; AID 652115; inhibition, % at 15 µM; Purified SirT5, succinyl-peptide AMC, trypsin-coupled fluorescence; in the data active = inhibition above about 15%; inconclusive = no clear call, values can overlap the other calls
Target sequence (Q9NXA8 whole entry, looked up): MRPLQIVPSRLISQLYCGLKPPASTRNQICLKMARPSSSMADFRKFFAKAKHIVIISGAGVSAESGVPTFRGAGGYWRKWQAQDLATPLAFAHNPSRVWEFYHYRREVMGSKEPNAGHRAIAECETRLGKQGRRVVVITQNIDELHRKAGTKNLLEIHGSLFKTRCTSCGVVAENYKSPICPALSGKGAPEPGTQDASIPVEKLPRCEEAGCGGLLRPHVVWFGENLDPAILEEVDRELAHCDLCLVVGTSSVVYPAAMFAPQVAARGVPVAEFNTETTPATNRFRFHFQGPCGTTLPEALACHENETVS
PglD DTNB: blocks C. jejuni PglD acetyltransferase activity. AID 602405. purified PglD enzyme, DTNB colorimetric CoA detection. inhibition, % at 12.5 µM. 360,000 compounds, 0.098% hits; in the data active = inhibition above about 16%, passing the limit was not always enough; inconclusive = no clear call, values can overlap the other calls; also: strong numbers were not always called active
DENV2 CPE rescue: DENV2-induced cell death inhibition; 350,000 compounds, 1.7% hits; CPE inhibition, % at 9.99 µM; DENV2-infected cells, cytopathic effect rescue, plate reader; AID 651640; in the data active = CPE inhibition above about 20%, passing the limit was not always enough; inconclusive = no clear call, values can overlap the other calls; tested in BHK-21 cells;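 also: 0% = median of neutral control wells and 100% = median of positive control wells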
ERp5 block: blocks human ERp5 reductase activity on insulin. ERp5 insulin aggregation, absorbance 650 nm, 90 min. inhibition, % at 9.99 µM. 350,000 compounds, 0.05% hits. AID 651711;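 active = mean replicate inhibition above about 25%, with every replicate also reaching it, limit read from the data, passing the limit was not always enough; inconclusive = only one of those two criteria met; inactive = neither criterion met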
Target sequence (Q15084 whole entry, looked up): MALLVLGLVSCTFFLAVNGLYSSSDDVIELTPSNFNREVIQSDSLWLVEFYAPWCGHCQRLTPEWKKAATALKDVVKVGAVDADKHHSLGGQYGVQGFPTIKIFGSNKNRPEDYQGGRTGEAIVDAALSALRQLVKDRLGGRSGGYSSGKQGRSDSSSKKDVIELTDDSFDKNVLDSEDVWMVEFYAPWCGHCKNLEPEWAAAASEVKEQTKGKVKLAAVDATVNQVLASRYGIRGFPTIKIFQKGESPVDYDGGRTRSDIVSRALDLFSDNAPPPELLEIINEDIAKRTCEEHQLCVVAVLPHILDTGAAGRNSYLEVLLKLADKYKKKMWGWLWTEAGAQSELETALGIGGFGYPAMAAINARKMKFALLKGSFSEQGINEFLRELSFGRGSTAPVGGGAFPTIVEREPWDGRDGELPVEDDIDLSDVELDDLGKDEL
E-selectin induc: induces E-selectin expression in human endothelial cells; HUVEC E-selectin immunofluorescence imaging; normalized: neutral wells 0, TNF-alpha wells 100; activation, % at 7.58 µM; P16581; AID 686992; 260,000 compounds, 0.37% hits;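 active = mean E-selectin-positive cell signal at least 10% of the positive control, reached in at least 60% of replicates, without over 20% cell loss; inconclusive = no rule given, readout overlaps actives, possibly toxicity-flagged; inactive = the rest, including those meeting only one limit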;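 also: in these data hits start at about 27%; measured in HUVEC primary endothelial cells; signal is the percent of cells scored E-selectin positive by PE staining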
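Test system: HUVEC; input: 3,000 HUVEC/well; measured by: immunofluorescence imaging; read-out: % PE-positive cells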
* marks the source's active call; other numbers are inactive results; u = inconclusive; x = no result given; & = joins results of further samples. Some of the compounds tested; the hit share may differ from the screen's.

SMILES	S100A4 inh HTS	Statin myotox sup	SIRT5 inh	PglD DTNB	DENV2 CPE rescue	ERp5 block	E-selectin induc
COc1ccc(-n2c(COc3ccc(Cl)cc3Cl)n[nH]c2=S)cc1	-7.1	6.5	x	x	u	13.5	1.0
COc1ccccc1-c1cn(CC[C@@H]2CC[C@@H](NC(=O)C3CCCCC3)[C@H](CO)O2)nn1	14.5	-4.8	2.9	3.0	-7.1	8.4	-0.2
O=C(NCc1ccccc1)c1cc(C2CCCCN2S(=O)(=O)c2ccccc2)on1 (centres undefined)	-3.3	-2.1	0.4	2.4	u	4.3	x
C[C@H]1CN([C@@H](C)CO)C(=O)c2cc(C#CC3(O)CCCC3)cnc2O[C@H]1CN(C)C(=O)C1CC1	-1.6&-6.8	7.4&12.9	-1.9&-13.5	0.9&-1.2	1.6&2.3	1.6&5.1	0.0
CC(C)NC(=O)N(C)C[C@H]1OCc2cn(nn2)CCCC(=O)N([C@H](C)CO)C[C@@H]1C	-0.1&-3.9	1.4	-6.7&-0.6	6.0	8.9&-4.0	-4.3&2.1	0.2
Cc1ccc(CNS(=O)(=O)c2c(C(=O)N3CCCCC3)c(C)n(C)c2C)cc1	2.7	8.9	-2.0	-1.4	u	-0.5	x
COc1ccc(OCc2n[nH]c(=S)n2Cc2ccco2)cc1	3.2	x	-9.8	x	-3.8	-2.5	-0.5
COc1ccccc1N1CCN(Cc2cc(Br)c(O)c3ncccc23)CC1	3.7	-40.0	12.5	-1.8	1.1	1.5	0.0
CCOc1ccc(NC(=O)NC(C)c2ccc3c(c2)OCO3)cc1 (centres undefined)	1.5	x	-3.0	2.7	-4.4	0.9	-0.1
Cc1ccc(S(=O)(=O)N(C)C[C@H]2Oc3c(NS(=O)(=O)c4cccs4)cccc3C(=O)N([C@H](C)CO)C[C@H]2C)cc1	-12.7	36.1	-0.3	1.0	5.7	18.0	-0.2
CCSc1nnc(NC(=O)C2C3CCC(C3)C2C(=O)O)s1 (centres undefined)	-1.5	1.6	-4.6	x	0.1	-1.8	x
Cc1noc(C)c1S(=O)(=O)N(C)C[C@@H]1Oc2ccc(NS(=O)(=O)c3ccccc3)cc2CC(=O)N([C@H](C)CO)C[C@@H]1C	-31.1	1.7	-2.8	1.1	-1.1	-0.1	0.7
CCC(=O)N1CC2(C1)CN(C(=O)CN1CCOCC1)[C@H](CO)c1c2c2ccc(OC)cc2n1C	-13.4	x	-4.8	x	-1.9	3.8	-0.4
O=C(COC(=O)c1ccc(S(=O)(=O)NCc2ccco2)cc1)NCCC1=CCCCC1	x	2.9	x	-2.2	x	x	-1.0
CN(CCN1CCOCC1)C(=O)c1cc(COc2ccc(F)cc2Cl)on1	8.8	-0.4	-1.1	-0.7	15.1	1.8	x
Cc1ccccc1NC(=O)CN1C(=O)N/C(=C\c2ccc(N3CCOCC3)c(F)c2)C1=O	1.4	x	-0.6	x	x	-5.9	2.5
COC(=O)N1C(=O)[C@](c2ccc(OC)cc2)(C(C)C)N1C(=O)OC	0.4	6.6	-1.6	-0.1	-4.9	1.4	1.0
CSCCC(N=C1NS(=O)(=O)c2ccccc21)C(=O)NCCc1ccccc1 (centres undefined)	13.6	x	1.8	1.1	58.5*	1.6	0.0
O=C(Nc1cc(C(F)(F)F)ccc1N1CCCC1)C1CC(=O)N(Cc2ccccc2)C1 (centres undefined)	-1.6	-4.1	x	3.5	9.7	-7.4	0.0
NNC(=O)CSc1c(-c2ccccc2)c2cc(Cl)ccc2[nH]c1=O	5.2	-4.6	1.4	0.0	-6.6	-1.0	x
CNC[C@@H]1Oc2ccc(N)cc2C(=O)N([C@H](C)CO)C[C@H]1C	3.6	-16.0	-1.4	-1.5	u	0.4	-0.1
CCN(CC)C(=O)c1nc[nH]c1C(=O)N(C)Cc1ccccc1	-2.2	0.7	x	-0.5	17.9	-5.3	-0.7
CO[C@H]1CN(C)C(=O)c2ccc(NC(=O)C3CCCC3)cc2OC[C@@H](C)N(S(C)(=O)=O)C[C@@H]1C	-24.5	-6.5	2.5	0.4	-3.4	-3.9	0.0
Cc1ccc(S(=O)(=O)N2CCCCC2)cc1NC(=O)Cn1ccc(C(F)(F)F)n1	3.2	7.8	-0.6	2.0	11.7	2.6	0.4
NC(=NCCc1c[nH]c2ccccc12)NC(=O)c1ccc(Cl)cc1	-3.1	-0.1	0.1	3.3	-2.8	6.4	0.3
O=C(C[C@@H]1CC[C@H](NC(=O)CN2CCOCC2)[C@H](CO)O1)NC1CCC1	-21.0	3.4	-0.9	-4.6	-9.0	24.0	-0.2
Cc1cc(-c2ccccc2)nc(N/N=C/c2ccc(O)cc2)n1	-4.4	-17.6	7.3	-2.9	-1.4	1.1	x
COC1C(=O)CCC2(CO2)C1(O)C1(C)OC1CC=C(C)C (centres undefined)	0.0	-3.6	x	0.9	1.6	3.7	x
COCC#Cc1cnc2c(c1)C(=O)N([C@H](C)CO)C[C@H](C)[C@@H](CN(C)C(=O)C1CCC1)O2	3.0	6.9	-0.7	3.8	3.4	12.5	0.7
Cc1nnc(N/N=C/c2cc(C)n(-c3ccc(F)cc3)c2C)n1N	-1.7	x	-3.5	x	x	-0.8	x
Cc1cc(C)cc(NS(=O)(=O)CCCS(=O)(=O)Nc2cc(C)cc(C)c2)c1	-1.7	7.7	-6.0	2.9	3.8	-0.7	-0.2
O=C(CC1S/C(=N/N=C/c2c[nH]c3ccccc23)NC1=O)Nc1ccccc1 (centres undefined)	5.3	x	-1.4	x	20.3*	-2.8	-0.2
COc1ccc2c3c([nH]c2c1)[C@H](CO)N(CC1CC1)CC31CN(C(=O)Nc2cccc(F)c2)C1	-1.6	x	0.9	x	2.8	5.4	-0.2
COC(=O)[C@H]1C[C@@]2(O)CN(S(=O)(=O)c3ccc(C)cc3)C[C@@]2(OC(=O)NCc2ccco2)C[C@H]1C(=O)OC	-3.3	3.7	3.4	-0.5	u	7.0	0.4
O=C(CCCN1C(=O)NC2(CCCC2)C1=O)Nc1ccc(Cl)c(S(=O)(=O)N2CCOCC2)c1	-0.8	-14.1	-2.1	3.2	4.4	6.9	0.1
Cc1csc(SCC(=O)Nc2cc(S(=O)(=O)N3CCOCC3)ccc2N2CCOCC2)n1	-7.0	0.8	3.6	4.2	-1.1	-1.6	0.3
CCOc1cc2c(cc1OCC)C(c1ccc(F)cc1)NCC2 (centres undefined)	-5.3	-12.0	-5.1	-14.8	-1.5	0.8	x
COc1ccc(NC(=O)CSc2nnc(NC(=O)c3ccco3)s2)cc1	4.3	-0.1	x	0.3	x	3.6	6.3
CCOc1ccccc1NC(=O)CSc1nc2ccccc2nc1N1CCCC1	-0.6	-5.6	-3.0	-7.4	6.7	5.9	x
C[C@H]1CN([C@@H](C)CO)C(=O)Cc2cc(NC(=O)Cc3cn(C)c4ccccc34)ccc2O[C@@H]1CN(C)S(=O)(=O)c1ccccc1	-11.1	15.3	1.3	-0.8	-3.8	5.4	0.0
CC(NC(=S)NNS(=O)(=O)c1ccc(C(C)(C)C)cc1)c1ccccc1 (centres undefined)	-3.0	x	-4.6	x	1.1	7.1	0.2
COc1ccc(CC(=O)N2CC3(C)CC2CC(C)(C)C3)cc1OC (centres undefined)	-20.6	12.6	x	4.8	x	x	x
OCCN1CCN(c2cc(C(F)(F)F)nc3ccccc23)CC1	-4.1	-1.4	0.6	-4.4	10.0	7.0	u
Cc1csc(=O)n1CC(=O)OCC(=O)Nc1cc(S(=O)(=O)N2CCOCC2)ccc1Cl	-2.7	x	-4.2	x	-1.4	6.7	0.0
Nc1nc(N)c(N=O)c(Nc2cccc(Cl)c2)n1	-0.5	x	x	x	0.7	-6.3	-0.2
CCCN1C[C@@H](C)[C@@H](OC)CN(C)C(=O)c2cc(NC(=O)c3ccc(F)cc3)ccc2OC[C@@H]1C	11.8	-3.8	3.4	-0.2	-6.9	5.4	-0.1
O=C(NNC1=Nc2ccccc2SC1)c1cccc([N+](=O)[O-])c1	-0.8	-10.5	3.2	6.7	-7.0	13.4	-0.1
CCOC(=O)C1CCCCN1Cc1cccc(Oc2ccccc2)c1 (centres undefined)	3.3	0.5	-7.8	-10.8	2.1	-0.4	-0.5
CCOc1ccccc1NC(=O)c1cccc(NC(=O)C2CCCC2)c1	-0.3	-17.8	-4.7	2.1	19.9	-3.1	0.3
CCN(CC)CCCNC(=S)N1CCN(c2nc(-c3ccccc3)cs2)CC1	21.6	2.9	-5.8	-1.6	-23.2	-1.3	x
CC(=O)N(C)C[C@@H]1Oc2cc(C#C[C@@H](C)O)ccc2S(=O)(=O)N([C@H](C)CO)C[C@@H]1C	-4.4	17.5	u	4.5	10.9	3.4	-0.5
C[C@H]1CN([C@@H](C)CO)C(=O)Cc2cc(NC(=O)CCC(F)(F)F)ccc2O[C@@H]1CN(C)Cc1ccccc1	0.8	21.4	0.1	-3.4	-8.9	4.9	0.3
CCCC#Cc1cnc2c(c1)C(=O)N([C@H](C)CO)C[C@@H](C)[C@H](CN(C)C(=O)c1ccc3c(c1)OCO3)O2	2.6	34.3	3.1	-0.3	x	-8.1	0.1
COc1cc(C(=O)OC(C)C(=O)N2CCCC2)cc2c1OCCO2 (centres undefined)	-9.2	1.7	-0.8	-4.2	0.3	3.3	10.1
c1ccc(Cc2noc(CN3CCC(CN4CCOCC4)CC3)n2)cc1	-1.2	-0.2	x	3.9	-6.3	1.5	3.3
O=C1CC(c2ccccc2)CC(=O)C1=CN1CCCC1 (centres undefined)	-9.5	x	-0.7	0.5	6.9	-4.2	0.2
Cc1c(CCC(=O)N2CCC(C(=O)NCCCCCC(=O)O)CC2)c(=O)oc2cc3oc4c(c3cc12)CCCC4	0.4	8.2	2.4	0.3	-0.5	-0.8	x

Entries shown so far that have two or more sulfur atoms:
SMILES	S100A4 inh HTS	Statin myotox sup	SIRT5 inh	PglD DTNB	DENV2 CPE rescue	ERp5 block	E-selectin induc
Cc1ccc(S(=O)(=O)N(C)C[C@H]2Oc3c(NS(=O)(=O)c4cccs4)cccc3C(=O)N([C@H](C)CO)C[C@H]2C)cc1	-12.7	36.1	-0.3	1.0	5.7	18.0	-0.2
CCSc1nnc(NC(=O)C2C3CCC(C3)C2C(=O)O)s1 (centres undefined)	-1.5	1.6	-4.6	x	0.1	-1.8	x
Cc1noc(C)c1S(=O)(=O)N(C)C[C@@H]1Oc2ccc(NS(=O)(=O)c3ccccc3)cc2CC(=O)N([C@H](C)CO)C[C@@H]1C	-31.1	1.7	-2.8	1.1	-1.1	-0.1	0.7
CSCCC(N=C1NS(=O)(=O)c2ccccc21)C(=O)NCCc1ccccc1 (centres undefined)	13.6	x	1.8	1.1	58.5*	1.6	0.0
Cc1cc(C)cc(NS(=O)(=O)CCCS(=O)(=O)Nc2cc(C)cc(C)c2)c1	-1.7	7.7	-6.0	2.9	3.8	-0.7	-0.2
Cc1csc(SCC(=O)Nc2cc(S(=O)(=O)N3CCOCC3)ccc2N2CCOCC2)n1	-7.0	0.8	3.6	4.2	-1.1	-1.6	0.3
COc1ccc(NC(=O)CSc2nnc(NC(=O)c3ccco3)s2)cc1	4.3	-0.1	x	0.3	x	3.6	6.3
CC(NC(=S)NNS(=O)(=O)c1ccc(C(C)(C)C)cc1)c1ccccc1 (centres undefined)	-3.0	x	-4.6	x	1.1	7.1	0.2
Cc1csc(=O)n1CC(=O)OCC(=O)Nc1cc(S(=O)(=O)N2CCOCC2)ccc1Cl	-2.7	x	-4.2	x	-1.4	6.7	0.0
CCN(CC)CCCNC(=S)N1CCN(c2nc(-c3ccccc3)cs2)CC1	21.6	2.9	-5.8	-1.6	-23.2	-1.3	x
